Screening data (PubChem BioAssay)
S1P4 antag: blocks the human S1P4 receptor; hit rate 0.26% among 220,000; O95977; inhibition, % at 4.98 µM; S1P4-expressing cells, antagonist mode, reporter read-out; in the data active = inhibition above about 29%;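 also: 0% = wells stimulated with agonist and 100% = vehicle wells without agonist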
eIF4E-4G inh: blocks eIF4E binding to eIF4G. AID 782. hit rate 0.37% among 220,000. TR-FRET eIF4E-eIF4GI(517-606) binding, 2 h. P63073+Q04637. inhibition, % at 21.7 µM;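 active = inhibition above about 30%, limit read from the data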;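 also: 0% = full FRET control wells and 100% = background wells lacking eIF4GI fragment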
Target sequence (P63073 whole entry, looked up, the tested form may be a part): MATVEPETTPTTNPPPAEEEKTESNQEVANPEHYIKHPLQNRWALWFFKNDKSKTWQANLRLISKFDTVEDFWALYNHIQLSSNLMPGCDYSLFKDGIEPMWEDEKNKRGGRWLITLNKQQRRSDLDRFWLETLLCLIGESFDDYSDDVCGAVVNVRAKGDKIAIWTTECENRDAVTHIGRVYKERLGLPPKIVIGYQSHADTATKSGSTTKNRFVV
Target sequence (Q04637 whole entry, looked up, the tested form may be a part): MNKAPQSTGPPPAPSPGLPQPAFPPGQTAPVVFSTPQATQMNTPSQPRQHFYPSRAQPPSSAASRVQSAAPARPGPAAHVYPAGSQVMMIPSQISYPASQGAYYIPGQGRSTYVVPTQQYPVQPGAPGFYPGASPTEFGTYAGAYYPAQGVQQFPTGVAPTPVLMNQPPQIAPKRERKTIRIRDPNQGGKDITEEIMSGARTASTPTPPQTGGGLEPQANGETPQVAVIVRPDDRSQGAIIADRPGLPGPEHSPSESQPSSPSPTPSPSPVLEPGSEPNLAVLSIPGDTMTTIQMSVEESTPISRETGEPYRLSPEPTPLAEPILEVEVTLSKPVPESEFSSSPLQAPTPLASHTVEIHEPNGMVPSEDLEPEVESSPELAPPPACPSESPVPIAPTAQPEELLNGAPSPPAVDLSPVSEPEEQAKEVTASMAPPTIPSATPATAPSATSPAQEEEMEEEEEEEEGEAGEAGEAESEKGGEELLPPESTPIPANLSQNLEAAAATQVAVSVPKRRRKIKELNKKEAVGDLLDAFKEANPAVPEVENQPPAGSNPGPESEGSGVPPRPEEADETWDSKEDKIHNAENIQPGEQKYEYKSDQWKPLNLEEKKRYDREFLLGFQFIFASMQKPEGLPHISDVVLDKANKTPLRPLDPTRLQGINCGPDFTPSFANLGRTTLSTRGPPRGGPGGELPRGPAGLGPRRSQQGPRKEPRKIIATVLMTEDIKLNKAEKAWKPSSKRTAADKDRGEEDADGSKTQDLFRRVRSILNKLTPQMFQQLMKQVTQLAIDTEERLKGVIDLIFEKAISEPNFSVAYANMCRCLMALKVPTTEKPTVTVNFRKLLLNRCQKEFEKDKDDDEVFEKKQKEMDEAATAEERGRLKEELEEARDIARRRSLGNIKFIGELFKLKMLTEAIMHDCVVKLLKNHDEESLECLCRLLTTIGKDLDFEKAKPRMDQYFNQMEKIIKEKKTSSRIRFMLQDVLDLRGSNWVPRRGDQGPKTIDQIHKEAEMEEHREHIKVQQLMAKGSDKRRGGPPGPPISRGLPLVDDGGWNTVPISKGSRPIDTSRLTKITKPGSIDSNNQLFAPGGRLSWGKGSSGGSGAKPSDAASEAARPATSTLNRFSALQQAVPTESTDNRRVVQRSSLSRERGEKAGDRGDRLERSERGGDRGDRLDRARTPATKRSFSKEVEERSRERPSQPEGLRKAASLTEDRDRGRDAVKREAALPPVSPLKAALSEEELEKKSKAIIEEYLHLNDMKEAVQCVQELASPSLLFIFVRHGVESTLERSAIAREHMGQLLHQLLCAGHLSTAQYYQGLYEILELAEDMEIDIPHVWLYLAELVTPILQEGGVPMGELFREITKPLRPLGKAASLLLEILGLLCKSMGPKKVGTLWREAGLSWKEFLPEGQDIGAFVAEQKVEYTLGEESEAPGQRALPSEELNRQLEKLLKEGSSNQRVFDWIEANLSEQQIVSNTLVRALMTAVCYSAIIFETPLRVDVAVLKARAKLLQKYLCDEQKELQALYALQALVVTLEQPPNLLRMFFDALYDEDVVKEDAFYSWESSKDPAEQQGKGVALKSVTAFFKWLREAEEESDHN
NPY-Y1 antag: blocks the human neuropeptide Y Y1 receptor; AID 1040; HEK293-CNG Y1 cells, membrane potential fluorescence; NPY at EC95, then isoproterenol; inhibition, % at 3.6 µM; hit rate 1% among 200,000;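 active = inhibition above the campaign mean inhibition of all tested compounds plus 3 SD, cut at about 20% in these data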;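 also: 0% = DMSO wells given NPY plus isoproterenol and 100% = isoproterenol alone without NPY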
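Material: HEK293 Y1/CNG channel cell line; also added: NPY (25 nM), isoproterenol (1 µM), Ro 20-1724 (25 µM); doses: one concentration, 3.6 µM, in 0.4% DMSO; schedule: compound incubation 1 h at room temperature, readout 45 min post-stimulation; technique: membrane potential fluorescence; measure: fluorescence ratio normalized to % inhibition between controls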
EP2 modulator: EP2 receptor (human) modulation. hit rate 0.83% among 260,000. induction, % at 25 µM. EP2-expressing cells, cAMP HTRF FRET, PGE2 co-stimulation;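 active = compounds whose cAMP rise, as percent of the full-agonist control response, exceeds 60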;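 also: rat C6 glioma line stably carrying human EP2 under a CMV promoter; the protocol text gives 20 µM as final concentration; 100% = response of wells given 1 µM PGE2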
NPY2 pot ag: potentiates or activates human NPY-Y2 receptor; P49146; cells expressing NPY-Y2, potentiator/agonist read-out; activation, % at 3.6 µM; hit rate 0.45% among 220,000; AID 1359; in the data active = activation above about 27%;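 also: cells stimulated with NPY near EC25 plus isoproterenol at EC100; 0% = vehicle plus submaximal agonist and 100% = vehicle plus saturating agonist; some results beyond the cut were filed as inactive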
EP2 antag: EP2 receptor (human) inhibition; inhibition, % at 25 µM; hit rate 0.52% among 260,000; C6 glioma cells expressing human EP2, cAMP TR-FRET; cells stimulated with saturating PGE2;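 active = percent inhibition above 40 after rounding to a whole number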;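 also: rat C6 glioma host cells with rolipram phosphodiesterase inhibitor present; the protocol text gives 20 µM as final concentration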
p97 ATPase inh: inhibitors of human p97 ATPase; recombinant p97 ATPase, Kinase-Glo ATP luminescence, 3 h; inhibition, % at 8 µM; AID 1481; hit rate 0.42% among 220,000; P55072; in the data active = inhibition above about 15%;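 also: 0% = DMSO vehicle and 100% = wells lacking enzyme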
NPY1 pot ag: human NPY-Y1 potentiation or agonism, primary screen; P25929; NPY-Y1 expressing cells, potentiator/agonist activation; activation, % at 3.6 µM; hit rate 0.37% among 220,000; AID 1304; in the data active = activation above about 33%, passing the limit was not always enough;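 also: cells stimulated with NPY at EC10 then isoproterenol at EC100; 0% = low agonist plus stimulus and 100% = saturating agonist plus stimulus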
S1P4 agonist: agonists of human S1P4 receptor. S1P4-expressing cell line, agonist reporter assay. O95977. activation, % at 4.98 µM. hit rate 0.35% among 220,000; in the data active = activation above about 11%;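 also: 0% = DMSO vehicle and 100% = reference agonist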
* hit, by the source's call; · = no result given; & = joins results of further samples; [ ] = remark or other dose. A portion of the library; the hit share may differ from the screen's.

SMILES	S1P4 antag	eIF4E-4G inh	NPY-Y1 antag	EP2 modulator	NPY2 pot ag	EP2 antag	p97 ATPase inh	NPY1 pot ag	S1P4 agonist
COc1cc(NC(=O)c2ccc(COCC(F)(F)F)cc2)cc(OC)c1OC	1.9	-0.9	4.7	-5.2	0.5	18.1	2.6	13.4	0.2
Cn1c(-c2ccccc2O)cc2ccccc21	-16.9	0.1	0.9	46.4	-0.9	5.2	0.1	13.7	2.8
O=C(O)c1ccc(-n2[nH]c3c(c2=O)CCCC3)cc1	-9.8	4.4	-3.0	22.3	-2.4	6.0	0.9	3.4	1.3
COc1ccccc1Cn1c(C)nnc1-c1cnn(C)c1N	-3.3	1.8	2.0	1.3	9.6	1.5	2.2	-5.8	0.2
CCc1ccc(CCC(=O)Nc2nnc(CC)s2)o1	-14.7	3.3[fluorescence artefact?]	6.2	41.7	0.1	8.5	2.1	-0.9	0.3
CN1C(=S)SC2CS(=O)(=O)CC21 (stereo not given)	0.0	1.0	·	0.1	-17.2	7.6	8.4	-5.8	-0.1
COc1ccc(C(=O)COC(=O)CN2C(=O)NC(C)(C)C2=O)cc1OC	-4.7	-0.1	4.2	27.5	-17.1	0.5	1.1	-12.4	-0.1
COc1cccc2c1OC1(C)CC2/C(=C(\C)O)C(=O)N1 (stereo not given)	-19.0	-11.2	-2.8	-6.9	-3.1	3.3	3.7	-2.5	2.1
Cn1nc(C(=O)N2CCc3ccccc32)c2ccccc2c1=O	-13.5	-8.5	0.0	13.3	-5.1	5.2	-0.8	1.1	2.1
CCN(CC)P(=O)(C(NC(=O)OC)C(F)(F)C(F)(F)C(F)(F)C(F)F)N(CC)CC (stereo not given)	3.6	-11.9	2.0	2.5	-14.2	-2.6	-0.6	10.8	-0.7
Cc1ccc(C)c(SCC(=O)Nc2cc(C)nn2-c2ccc(F)cc2)c1	11.9	2.2	11.1	16.5	-4.9	14.0	-3.7	-2.5	0.0
CN(C(=O)COC(=O)C1CCN(S(=O)(=O)c2cccs2)CC1)c1ccccc1	-11.6	-4.6	7.0	-7.7	10.4	6.2	0.5	9.7	1.4
CCOCc1[nH]c(=S)[nH]c(=O)c1Cc1ccc(OCC(C)C)cc1	-12.1	-0.4	9.7	-3.9	-14.9	6.5	0.9	7.0	1.3
CCOC(=O)C1CCN(c2c(N(C)Cc3ccco3)c(=O)c2=O)CC1	-6.7	0.7	-2.2	6.8	-6.5	10.0	-0.2	4.6	-0.3
Cc1onc(-c2ccccc2)c1C(=O)NCCN1CCOCC1	5.7	0.7[fluorescence artefact?]	0.6	4.4	10.7	·	4.2	0.1	16.8*
CCN(Cc1ccccc1)C(=O)COC(=O)CNS(=O)(=O)c1ccc(C)cc1	-5.2	-4.9	-3.5	28.2	8.7	5.8	-2.1	8.5	2.0
Cc1ccc(NC(=O)C2CC(=O)Nc3nc4ccccc4n32)c(C)c1 (stereo not given)	-13.5	-5.6	·	-4.7	5.3	2.0	2.2	24.6	-1.4
Cc1cccc2cc(CN(Cc3ccc4c(c3)OCO4)Cc3nnnn3C3CCCC3)c(=O)[nH]c12	-0.2	-0.5[fluorescence artefact?]	-4.1	42.4	-8.4	13.7	-0.4	-9.9	-0.3
CCCCN1C(C)=CC(=C2C(=O)c3ccccc3C2=O)C=C1C	-14.0	-5.6	2.2	-22.1	-1.1	5.0	0.1	5.1	0.1
OCCn1c(CSc2nnc(-c3ccco3)n2-c2ccccc2)nc2ccc(Cl)cc21	-19.4	-6.3	-2.0	-3.2	19.3	15.3	10.4	-16.0	-1.1
O=C1c2ccccc2C(=O)N1CCc1csc(NNc2nc(CCN3C(=O)c4ccccc4C3=O)cs2)n1	-4.5	6.2	-5.5	1.1	13.7	2.1	4.0	7.5	-2.4
CCN(CC)C(=O)C1CCCN(Cc2ccc3c(c2)OCO3)C1 (stereo not given)	2.5	-1.1[fluorescence artefact?]	5.2	7.2	1.8	13.5	1.4	10.3	-1.8
COc1ccc(C2N=C(c3ccccc3)NC(c3ccccc3)=N2)cc1	-2.2	2.5[fluorescence artefact?]	4.0	38.0	1.0	11.2	3.8	5.5	1.6
CC(C)c1ccc(NC(=O)C(c2ccccc2)N(Cc2ccco2)C(=O)CC2NC(=O)NC2=O)cc1 (stereo not given)	6.2	5.8	-5.1	23.3	11.4	8.8	5.4	0.1	2.0
CCC(C)(C)n1nnnc1C(c1ccc(O)cc1)N1CCc2ccccc2C1 (stereo not given)	7.3	1.9	0.3	10.0	-4.2	6.6	0.7	4.3	1.1
Cc1ccc(Cc2cnc(N3C(=N)SC(C)C3=O)s2)cc1 (stereo not given)	0.8	-4.7	25.6*	29.9	-35.0	10.9	0.7	-26.2	1.4
CC[C@H](C)[C@@H]1NC(=O)c2cc([N+](=O)[O-])cc(F)c2NCCCC[C@@H](C(N)=O)NC(=O)[C@H](CC(N)=O)NC1=O	-0.9	2.7	2.3	18.0	0.1	2.7	3.9	-15.1	2.2
Cn1c(=O)c2c(nc(SCc3ccccc3)n2Cc2ccc(Cl)cc2)n(C)c1=O	-8.4	-1.1	9.8	58.6	-15.4	5.2	-5.8	-3.7	-3.3
Cc1ccc(CNC(=O)c2cccc(-n3cnnn3)c2)cc1	6.5	-6.3	16.3	-2.4	-6.0	9.9	-0.3	-25.1	2.0
COC(=O)C(C)NC(=O)c1ccc(C(C)(C)C)cc1 (stereo not given)	-6.6	0.6	-1.1	11.8	-3.9	1.5	4.3	-27.9	-3.6
O=C(c1ccc(S(=O)(=O)N2CCCCC2)cc1)N1CCN(CCN2C(=O)c3cccc4cccc(c34)C2=O)CC1	-13.9	1.4	-2.2	-20.9	0.7	1.0	2.3	-4.2	0.8
Cn1cc(-c2ccccc2C(N)=O)c(=O)c2ccccc21	-12.3	1.2	-2.8	12.5	3.7	3.5	3.8	9.5	0.2
CCNC(=S)NNC(=O)c1cc(C)on1	-2.2	-9.7	2.8	7.9	-11.5	2.8	-5.9	-9.2	-2.1
Cc1cccc(C)c1NC(=O)NCc1ccco1	-2.5	-7.7	·	-11.0	8.7	8.8	-0.2	-5.1	-0.2
OC1(Cc2ccccc2)CCNCC1	-6.9&-14.6	-2.4&-7.6	·	-8.4&-16.6	-14.9&13.5	9.2&3.1	1.8&0.8	-7.3&-6.1	2.0&-0.2
CCOC(=O)C1CCCc2c1[nH]c1ccc(Cl)cc21 (stereo not given)	4.7	2.8	1.7	3.6	-17.1	6.2	0.6	7.1	-1.4

Part of the list above, with bars between the fields.
smiles | S1P4 antag | eIF4E-4G inh | NPY-Y1 antag | EP2 modulator | NPY2 pot ag | EP2 antag | p97 ATPase inh | NPY1 pot ag | S1P4 agonist
CC[C@H](C)[C@@H]1NC(=O)c2cc([N+](=O)[O-])cc(F)c2NCCCC[C@@H](C(N)=O)NC(=O)[C@H](CC(N)=O)NC1=O | -0.9 | 2.7 | 2.3 | 18.0 | 0.1 | 2.7 | 3.9 | -15.1 | 2.2
CCC(C)(C)n1nnnc1C(c1ccc(O)cc1)N1CCc2ccccc2C1 (stereo not given) | 7.3 | 1.9 | 0.3 | 10.0 | -4.2 | 6.6 | 0.7 | 4.3 | 1.1

New compounds follow.
SMILES	S1P4 antag	eIF4E-4G inh	NPY-Y1 antag	EP2 modulator	NPY2 pot ag	EP2 antag	p97 ATPase inh	NPY1 pot ag	S1P4 agonist
COc1ccc(/C=C/C(=O)NC(=S)Nc2ccc(N3CCN(C(C)=O)CC3)cc2)cc1	4.4	-14.5	·	-22.1	1.2	4.7	-2.2	15.2	-0.2
CCN(CC)C(=O)CSc1nnc(-c2ccccc2)o1	-10.2	-2.6[fluorescence artefact?]	5.5	13.7	6.5	12.6	1.0	-2.0	-1.9
COc1ccc(Nc2nc(NCc3ccco3)nc(N)c2[N+](=O)[O-])cc1	-4.5	0.4	·	6.5	11.2	11.4	-1.3	20.4	-0.8
CCCn1c(SCC(N)=O)nnc1-c1ccco1	-23.8	3.9[fluorescence artefact?]	1.9	4.8	11.8	4.7	2.5	5.7	1.0
O=C(NCc1ccccn1)c1cc2cc(Br)ccc2oc1=O	-1.9	6.1	1.3	9.9	3.9	7.2	3.2	6.7	-0.2
O=C(Nc1ccccc1)c1cc2ccc3ccccc3c2s1	0.7	-3.8	·	-33.4	-7.8	6.1	7.2	2.2	0.3
CCCC(=O)C1C(=O)CC(CC(C)SCC)CC1=O (stereo not given)	-4.8	1.7[fluorescence artefact?]	0.2	30.7	13.2	10.3	5.9	-9.5	0.0
CCOc1ccccc1Nc1nnc(SCc2nnc(-c3cc(OC)c(OC)c(OC)c3)o2)s1	-25.0	1.9	-1.8	-46.9	1.7	12.9	3.2	-2.7	1.4
CCOC(=O)C1(CC)NC(c2ccco2)C2C(=O)N(CC)C(=O)C21 (stereo not given)	-11.6	-0.3[fluorescence artefact?]	2.1	-1.3	3.2	7.7	-3.1	8.5	0.9
CCOC(=O)N1CCN(c2nc(-c3ccco3)cc(C(F)(F)F)n2)CC1	-0.1	-3.2	-4.3	19.8	-1.0	8.4	1.3	5.7	-0.3
C/C(=N\NC(=O)c1ccc(C)cc1C)c1ccc2c(c1)OCO2	-4.1	4.0	-1.0	-67.9	-1.4	11.4	2.7	-5.1	-0.8
CCOC(=O)c1cnc(-n2nc(C)cc2C)nc1NNc1ncc(-c2ccccc2)cn1	6.8	2.2	·	25.3	-0.1	12.5	5.7	1.6	1.0
O=C1CC(NNc2nc3ccccc3s2)C(=O)N1c1ccc(F)cc1 (stereo not given)	2.7	-1.0	·	-116.4	28.5	10.2	6.7	40.3	1.4
Cc1ccc(-c2noc(CCC(=O)NCCN3CCN(Cc4ccccc4)CC3)n2)cc1	-2.6	7.3	7.7	0.6	10.5	13.5	-0.4	-35.6	1.7
O=C(CCN1C(=O)c2ccccc2C1=O)Nc1nc2ccccc2s1	-2.8	-0.4	4.9	-51.0	2.7	10.4	9.2	-32.3	0.1
CCOC(=O)N1CCN(C(=O)Nc2ccccc2)CC1	-18.1	6.6	3.1	28.5	-3.0	10.1	5.1	20.5	2.0
CCOc1ccc(C(=O)NCCN2CCOCC2)cc1	-14.4	-0.9	-1.3	8.3	0.0	9.7	2.7	1.2	0.0
Cc1cc(C)c(C)c(S(=O)(=O)N2CCN(CC(=O)Nc3sccc3C#N)CC2)c1C	-16.7	-8.2	1.4	-7.6	-10.0	6.0	-6.3	-4.9	1.1
CCOc1ccc2nc(NCCNS(=O)(=O)c3ccccc3)c(C#N)cc2c1	4.1	-4.6	-8.1	-40.1	-8.3	6.0	-5.5	2.4	3.7
COc1ccc(-c2cc3ccc(OCc4nn[nH]n4)cc3oc2=O)cc1OC	-0.3	-2.0[fluorescence artefact?]	2.5	3.3	-6.8	9.1	5.1	-7.3	1.5
CCc1nnc(SCc2ccc(CSc3nnc(CC)n3N)cc2)n1N	-1.0	-6.5	3.0	-0.7	6.2	2.5	-0.1	-35.0	-1.3
CS(=O)(=O)N(CC(=O)Nc1cccnc1)c1ccc2c(c1)OCCO2	2.0	6.6[fluorescence artefact?]	0.8	-0.5	10.1	19.8	-3.4	-18.6	0.9
CC1(C)CC(=O)C(N=Nc2ccc(OC(F)F)cc2)=C(O)C1	-5.5	1.3	-0.6	-24.4	-2.2	5.0	0.6	11.8	-0.9
Cc1cc(=O)[nH]c(N/N=C/c2ccc(C)o2)n1	8.8	-0.2	-5.2	-21.1	8.3	12.6	3.6	3.7	2.7
